# Source: PubChem (National Center for Advancing Translational Sciences (NCATS))
# S2 tox – Viability Counterscreen for Primary qHTS for Inhibitors of ATXN expression. 0.49% of 400,000 active. Potency, µM (titrated, usually from 56.7 µM), most hits filed as cytotoxic. S2 cells (HEK-293 line with an ATXN2-luciferase reporter) viability, CellTiter-Fluor protease fluorescence, 24 h; note: nearly all actives have a fitted effect of over 40% in size
# HepG2 tox – qHTS for Inhibitors of TGF-b: Cytotox Counterscreen | HepG2 CAGA-GFP viability, ATP luminescence, 18 h | Potency, µM (titrated, usually from 46.1 µM), for the others: top-dose activity change, negative = cytotoxicity, usual class: cytotoxic | 0.76% of 410,000 active; note: some results filed as inactive show a strong effect at the top dose
#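 HepG2 CAGA-GFP cells (1000/well, DMEM with 1% FBS) received compound, then TGF-beta at 500 pg/mL final, and were incubated 18 hours at 37 degrees C. Viability was read by CellTiter-Glo luminescence. Media-only wells were set as complete cell-killing and DMSO as no toxicity.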
# A549 viability – Nrf2 qHTS screen for inhibitors: counterscreen for cytotoxicity; 0.16% of 390,000 active; Potency, µM (titrated, usually from 46 µM), for inactives: at the highest dose activity change, negative = cytotoxicity, actives largely listed as inhibitors; A549 ARE-Fluc cells, CellTiter-Fluor viability, 18-24 h; note: % is set by controls: 0 for no effect and ±100 for the full control effect
#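 Cytotoxicity counterscreen: CellTiter-Fluor fluorescence was measured in A549 ARE_Fluc cells after 18-24 h of compound exposure in a concentration series. The subsequent BugLite luminescent read reports ARE-luciferase activity.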
# TGFb inhibitor – qHTS for Inhibitors of TGF-b; HepG2 CAGA-GFP TGF-b/SMAD3 reporter, GFP fluorescence, 18 h; TGF-beta stimulated, 500 pg/mL final; Potency, µM (highest dose often 46.1 µM), for the others: at the highest dose activity, negative = inhibition, usual class: inhibitors; 1.2% of 410,000 active; note: % is set by controls: 0 for no effect and ±100 for the full control effect; nearly all actives have a fitted effect of over 65% in size
#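 GFP signal (ex488/em500-530) from TGF-beta-stimulated HEPG2 CAGA-GFP cells, 500 pg/mL final, 18 h at 37 degrees C in DMEM plus 1% FBS, normalized to unstimulated and DMSO-stimulated controls.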
# MCF10A rereplic – A quantitative high throughput screen for small molecules that induce DNA re-replication in MCF 10a normal breast cells | AID 624296, 2012 | MCF 10A DNA re-replication, Hoechst nuclear intensity, 48 h | 2.9% of 350,000 active | Potency, µM (titrated, usually from 46.1 µM), for inactives: top-dose activity, positive = re-replication, hits mostly activators; note: % of control where 0% means no effect; nearly all actives have a fitted effect of over 50% in size
# EPAC2 antagonist – qHTS for Antagonist of cAMP-regulated guanine nucleotide exchange factor 2 (EPAC2): primary screen. Potency, µM (highest dose often 114 µM), for inactives: top-dose activity, negative = inhibition, hits mostly inhibitors. 0.18% of 360,000 active. Rap guanine nucleotide exchange factor 4 (Homo sapiens), Q8WZA2. EPAC2 GEF exchange of Rap1B-BODIPY-GDP, fluorescence; note: % is set by controls: 0 for no effect and ±100 for the full control effect; nearly all actives have a fitted effect of over 45% in size; many of its hits are not listed in these tables
# Target sequence (Q8WZA2 whole entry, looked up): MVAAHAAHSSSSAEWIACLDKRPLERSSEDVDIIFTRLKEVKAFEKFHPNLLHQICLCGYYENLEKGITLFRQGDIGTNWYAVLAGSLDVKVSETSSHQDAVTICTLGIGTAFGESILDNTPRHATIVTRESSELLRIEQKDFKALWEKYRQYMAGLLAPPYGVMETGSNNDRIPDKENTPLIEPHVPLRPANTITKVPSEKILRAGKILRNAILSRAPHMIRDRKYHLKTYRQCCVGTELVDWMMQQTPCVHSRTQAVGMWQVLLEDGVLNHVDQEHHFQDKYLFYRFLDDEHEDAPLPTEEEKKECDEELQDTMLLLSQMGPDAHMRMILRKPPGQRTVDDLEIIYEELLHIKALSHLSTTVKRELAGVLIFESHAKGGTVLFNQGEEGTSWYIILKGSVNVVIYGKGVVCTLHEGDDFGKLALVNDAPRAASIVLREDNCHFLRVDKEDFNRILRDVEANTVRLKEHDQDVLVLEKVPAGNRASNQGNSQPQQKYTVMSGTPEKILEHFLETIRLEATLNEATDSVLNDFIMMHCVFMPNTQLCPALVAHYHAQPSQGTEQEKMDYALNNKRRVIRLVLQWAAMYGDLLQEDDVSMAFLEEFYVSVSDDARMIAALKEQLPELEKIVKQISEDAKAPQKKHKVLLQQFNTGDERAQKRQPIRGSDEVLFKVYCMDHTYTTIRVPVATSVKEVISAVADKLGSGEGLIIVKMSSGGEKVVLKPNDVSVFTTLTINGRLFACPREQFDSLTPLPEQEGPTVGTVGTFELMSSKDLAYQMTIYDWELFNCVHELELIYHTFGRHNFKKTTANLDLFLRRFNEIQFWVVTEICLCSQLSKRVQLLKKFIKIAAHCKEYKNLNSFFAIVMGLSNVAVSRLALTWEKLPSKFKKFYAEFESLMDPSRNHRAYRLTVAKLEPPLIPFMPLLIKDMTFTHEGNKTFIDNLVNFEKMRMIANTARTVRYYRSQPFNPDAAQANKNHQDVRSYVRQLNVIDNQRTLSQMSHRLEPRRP
# ATXN2 expr inh – Primary qHTS for Inhibitors of ATXN expression. AID 1745845, 2022. Potency, µM (highest dose often 57 µM), without a hit: top-dose activity change, negative = inhibition, usual class: inhibitors. HEK-293 ATXN2-luciferase reporter, luminescence, 24 h. 0.72% of 360,000 active; note: % is set by controls: 0 for no effect and ±100 for the full control effect; nearly all actives have a fitted effect of over 55% in size
#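 ATXN2-luciferase reporter cells (luciferase flanked by upstream and downstream ATXN2 gene portions) were treated 24 h at 37 °C with compounds at up to 57 uM. SteadyGlo luminescence gave expression; GF-AFC fluorescence gave viability.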
# Nrf2 ARE act – qHTS of Nrf2 Activators; AREc32 ARE-luciferase reporter (MCF7-derived line), luminescence, 24 h; Potency, µM (doses to about 46.1 µM), for inactives: at the highest dose activation, usual class: activators; 0.31% of 410,000 active; AID 624171, 2012; note: % of control where 0% means no effect; nearly all actives have a fitted effect of over 65% in size
#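 AREc32 cells carrying an ARE-driven firefly luciferase, 1000 cells/well in OPTI-MEM with 5% FBS, dosed after overnight attachment and incubated 24 hr at 37 deg C. Steady-Glo luminescence read after 30 min at RT.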
# Nrf2 block – Nrf2 qHTS screen for inhibitors; A549 ARE-Fluc reporter, luciferase luminescence, 18-24 h; Potency, µM (series often up to 46 µM), without a hit: at the top dose activity change, negative = inhibition, hits mostly inhibitors; 2.1% of 360,000 active; note: % is set by controls: 0 for no effect and ±100 for the full control effect; nearly all actives have a fitted effect of over 60% in size
#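 Quantitative HTS in A549 cells stably bearing an antioxidant response element-firefly luciferase construct. Inhibition of Nrf2-driven transcription was scored by luminescence after 18-24 h of compound exposure at 37 °C.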
# The depositor's hits bear a star; i = inactive; u = inconclusive; x = not tested or not shown; & = joins results of further samples; ! = not active in a repeat; [ ] = another dose, or the depositor's remark. Calls come from the whole dose curve; as a rule, active = well fitted curve in the direction sought with a large enough effect; inconclusive = small, poorly fitted or top-dose-only effect, or another doubt; inactive = no such curve, though single readings can be large; an effect the other way counts as inactive or inconclusive. Potency is the fitted concentration of half-maximal effect. This is a subset. The share of hits here may be higher or lower than overall.
SMILES,S2 tox,HepG2 tox,A549 viability,TGFb inhibitor,MCF10A rereplic,EPAC2 antagonist,ATXN2 expr inh,Nrf2 ARE act,Nrf2 block
COc1ccccc1-c1nnc(SC)n1C,i,-4.9%,-2.0%,15.3%,0.6%,7.4%,6.3%,-1.0%,11.7%
O=C1c2cccc3cccc(c23)C(=O)N1CC1CCN(S(=O)(=O)c2ccc(F)cc2)CC1,i,-29.7%,-0.6%,u,22.4%,13.0%,0.0%,1.8%,-29.1%
CC1CCCCC12NC(=O)N(CC(=O)Nc1ccc3[nH]c(=O)[nH]c3c1)C2=O (configuration not stated),i,-4.3%,-1.4%,-10.8%,1.4%,5.5%,-1.4%,-0.6%,11.3%
CN(C)S(=O)(=O)c1ccc(Cl)c(NC(=O)COC(=O)/C=C/c2ccc(S(=O)(=O)N3CCOCC3)cc2)c1,i,-15.8%,-5.2%,u,-6.9%,-6.8%,11.9%,2.6%,0.2%
O=C(OCC(=O)N1CCN(Cc2ccccc2)CC1)c1cc(Cl)ccc1[N+](=O)[O-],i,8.2%,-8.5%,1.4%,-3.0%,-5.9%,-1.2%,2.4%,-13.0%
COc1ccc(C2NC(=O)NC(C)=C2C(=O)Nc2cc(C)cc(C)c2)c(OC)c1 (configuration not stated),i,-13.5%,-0.5%,-8.4%,x,x,4.4%,0.3%,-10.6%
Cc1ccc(SCc2nc3ccccc3n2CC(=O)Nc2ccc(Cl)cc2)cc1,i,-58.3%,-12.3%,u,u,4.3%,-23.0%,0.3%,u
O=C(Cc1ccccc1)N1CCN(c2ccc([N+](=O)[O-])cc2)CC1,u,-25.1%,-21.3%,-5.0%,0.8%,-4.2%,-13.6%,-0.3%,25.9µM*
CCOc1ncccc1C(=O)OCc1nnc(-c2ccccc2)o1,i,9.5%,15.0%,0.0%,-6.4%,15.6%,0.1%,-0.5%,6.1%
Cc1cc(Cn2nc(-c3ccccc3)cc2C(=O)NCC2CC2)on1,i,-0.4%,-0.6%,11.8%,u,9.6%,-12.6%,-0.1%,-25.3%
COc1ccc(C(=O)Nc2ccc(Nc3ccccc3)cc2)cc1Br,i,-4.4%,-1.2%,0.5%,5.7%,-2.0%,-13.5%,0.4%,u
CCn1c(C)nc2cc(C(=O)NNS(=O)(=O)c3cc(Br)ccc3Br)ccc21,i,-15.9%,-0.7%,1.2%,-2.4%,-15.6%,5.7%,-0.2%,2.0%
Cc1ccc(NC(=O)COC(=O)C2=NN(c3ccccc3)C(=O)CC2)c(Br)c1,i,9.4%,-0.2%,-9.7%,0.3%,-1.5%,18.2%,0.1%,2.2%
COCCNc1c([N+](=O)[O-])c(=O)n(-c2ccccc2)c2ccccc12,i,4.5%,1.7%,3.6%,8.8%,1.0%,5.2%,-0.2%,-26.6%
NC(=S)Cc1nc(-c2ccccc2)cs1,i,-16.3%,-1.2%,u,11.1%,4.6%,9.3%,13.8%,3.4%
O=C1Nc2ccccc2/C1=C/C(=O)c1cccs1,u,14.1µM*,-0.5%,u,20.6µM*,14.1%,u,-1.9%,-10.8%
CCCCCn1c(SCC2CCCO2)nc2cc(C(=O)N3CCC(C(N)=O)CC3)ccc2c1=O (configuration not stated),i,-31.2%,1.9%,u,2.7%,-2.4%,-21.0%,-0.7%,x
COc1ccc2cc(C=NS(=O)(=O)c3ccc(C)cc3)n(C)c2c1,i,1.7%,-1.3%,17.4%,1.7%,-21.9%,0.0%,-0.7%,20.8%
COc1ccc(C(=O)NCc2nnc(SCC(=O)Nc3ccc4c(c3)OCO4)o2)cc1,i,-4.2%,-2.2%,-22.2%,4.2%,12.4%,x,-0.6%,-7.8%
COc1ccc(S(=O)(=O)N2C[C@H]3CON(C)[C@H]3C[C@H]2c2cccc(Br)c2)cc1,i,-16.2%,-7.9%,3.0%,-1.8%,-19.4%,-4.0%,2.8%,-18.2%
CCCN(C)C[C@H]1OCc2cnnn2CCCC(=O)N([C@H](C)CO)C[C@@H]1C,i,0.5%,x,-11.4%,x,-0.9%,11.1%,0.3%,x
CCC(C)Sc1ccc([C@H]2N[C@@](Cc3ccccc3)(C(=O)OC)[C@H]3C(=O)N(CC)C(=O)[C@@H]23)cc1 (some centres not stated),u,-8.0%,-7.1%,u,u,-17.0%,-20.4%,4.5%,u
CN(CC(=O)Nc1ccc(F)cc1)C(=O)C1CCCC1,i,15.0%,5.5%,9.8%,-3.1%,-2.8%,x,0.1%,0.6%
O=C(COc1cccc2ccccc12)NNC(=O)CSCCO,u,2.2%,-1.8%,6.3%,7.6%,10.1%,3.7%,0.0%,1.4%
COc1ccc([C@@H]2CC(=O)[C@@H]3CN(S(=O)(=O)c4ccc(C)cc4)[C@H](c4ccccc4)C[C@@H]3N2S(=O)(=O)c2ccccc2)cc1,i,-12.3%,x,1.8%,x,-3.3%,-8.3%,-0.5%,x
CSc1sccc1/C=N/NC(=O)c1ccncc1,u,10.4%,4.2%,10.8%,u,1.5%[57.1 µM],x,19.8%,11.8%
O=[N+]([O-])c1ccccc1/C=N/Nc1nccnc1Cl,i,-43.9%,-0.1%,-0.3%,0.6%,7.0%,46.1%[activator],6.31µM*,x
COc1cc(/C=C/C(=O)OCC(=O)Nc2cc(C)c(C)cc2[N+](=O)[O-])ccc1O,i,-4.9%,-8.7%,-7.1%,-0.8%,1.6%,x,-1.2%,-4.1%
Cc1ccc(N(CC(=O)NCc2ccccc2)C(=O)CCC(=O)Nc2ccccn2)c(C)c1,i,0.2%,-4.3%,-9.6%,3.3%,9.4%,-12.2%,0.3%,-3.5%
CC1(C)NC(=O)N(Cc2cc(=O)n3ccsc3n2)C1=O,i,-21.2%,0.9%,-1.1%,-6.9%,2.7%,-5.5%,-0.6%,15.4%
O=C(COc1ccc2ccc(=O)oc2c1)NC1CCN(Cc2ccccc2)CC1,i,-11.3%,3.8%,8.8%,5.9%,-5.9%,-7.1%,-0.7%,-6.4%
CCc1ccc(Nc2nc(N)nc(CSc3nc4ccccc4s3)n2)cc1,u,7.94µM*!,-24.2%&2.0%,u,-2.9%,1.3%,-34.8%&2.7%,0.4%&-0.7%,u
CCOc1c(Cl)cc(CNCC(O)c2ccccc2)cc1OC (configuration not stated),i,-28.9%,-0.8%,-15.0%,u,3.8%,-8.8%,4.0%,12.5%
Cc1ccc(C(=O)/C=C/N(C)C)cn1,i,0.7%,-5.9%,u,-0.8%,-0.5%,4.4%,-0.1%,4.8%
COc1ccc(-c2csc3ncnc(N4CCN(Cc5ccccc5)CC4)c23)cc1,i,-8.0%,1.7%,0.5%,u,-28.1%,0.6%,8.8%,2.3%
Cn1cnnc1Sc1nc2c(c(=O)n(C)c(=O)n2C)n1Cc1ccccc1Cl,u,5.4%,-3.9%,0.0%,0.9%,8.1%,-1.4%,-1.0%,20.9%
CCOC(=O)c1cccc(NC(=O)c2cc3cc4ccc(C)cc4nc3o2)c1,i,-1.3%,6.4%,u,x,x,0.9%,0.4%,0.7%
O=C1C2C3C=CC(CNS(=O)(=O)c4ccccc4[N+](=O)[O-])(O3)C2C(=O)N1c1ccccc1 (configuration not stated),i,4.4%,5.7%,-0.9%,20.6µM*,1.1%,-12.3%,3.4%,-15.7%
N#C/C(=C\c1cccnc1)C(=O)Nc1cccc2ccccc12,i,-36.5%,5.9%,u,u,-3.1%,-0.8%,10.2%,14.1%
CCOc1ccccc1NC(=S)N1CCC(NC(=O)NC23CC4CC(CC(C4)C2)C3)CC1,i,-13.3%,-1.7%,u,-2.7%,-3.1%,-10.4%,-0.2%,-9.8%
O=S(=O)(NC1CCCCC1Nc1ccc(Cl)cc1)c1ccccc1 (configuration not stated),i,-22.5%,-2.5%,-12.1%,u,-5.3%,-14.0%,0.5%,u
CN(C)c1cc(-c2cccc(C(F)(F)F)c2)oc(=O)c1Cl,i,-22.7%,-0.3%,-0.9%,u,-8.5%,-4.2%,u,u
N#Cc1nc(COc2cccc(Cl)c2)oc1NCCN1CCOCC1,i,-2.2%,-5.8%,-17.1%,21.2%,-2.4%,6.4%,4.8%,-4.4%
O=C(CCC1CCCC1)Nc1ccc(Br)cn1,i,-14.0%,-1.0%,-4.5%,2.6%,3.2%,70.8%[activator],-0.1%,10.5%
CCOc1ccc(C(=O)NCC(=O)OCc2c(F)cccc2Cl)cc1,u,-2.3%,-3.5%,0.8%,-2.1%,2.7%,2.0%,0.0%,10.5%
Cc1ccccc1C(=O)Nc1ccnn1C1CCN(Cc2c(C)n(C)c3ccccc23)CC1,i,-25.1%,-24.0%,5.1%,u,7.7%,-12.8%,7.5%,0.2%
O=C(O)c1ccc(CSCc2ccco2)cc1,i,15.9%,-0.5%,u,-3.9%,3.1%,0.1%,-0.5%,10.0%
CC(=O)OC(=C(OC(C)=O)c1ccccc1)c1ccccc1,i,4.6%,6.9%,0.0%,-0.9%,-8.5%,-1.3%,2.2%,4.1%

# Arranged by the number under EPAC2 antagonist (rising): 4 of the compounds above
smiles | EPAC2 antagonist
CCC(C)Sc1ccc([C@H]2N[C@@](Cc3ccccc3)(C(=O)OC)[C@H]3C(=O)N(CC)C(=O)[C@@H]23)cc1 (some centres not stated) | -17.0%
O=C(OCC(=O)N1CCN(Cc2ccccc2)CC1)c1cc(Cl)ccc1[N+](=O)[O-] | -5.9%
COc1ccccc1-c1nnc(SC)n1C | 7.4%
COc1ccc(C(=O)NCc2nnc(SCC(=O)Nc3ccc4c(c3)OCO4)o2)cc1 | 12.4%

# As entered above:
# Cc1ccccc1C(=O)Nc1ccnn1C1CCN(Cc2c(C)n(C)c3ccccc23)CC1 in Nrf2 block → 0.2%
# CC(=O)OC(=C(OC(C)=O)c1ccccc1)c1ccccc1 in TGFb inhibitor → 0.0%
